# mcGAS RapidFire: blocks mouse cGAS cGAMP production. Q8C6L5. 130,000 compounds, 0.18% hits. recombinant mouse cGAS, cGAMP by RapidFire MS. inhibition, % at 12.5 µM;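 active means inhibition of cGAS enzyme activity at or above 60%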;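 further: enzyme stimulated by 45 bp dsDNA with ATP and GTP substrates; cGAMP share of summed cGAMP plus half ATP and half GTP signals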
# Target sequence (Q8C6L5 whole entry, looked up): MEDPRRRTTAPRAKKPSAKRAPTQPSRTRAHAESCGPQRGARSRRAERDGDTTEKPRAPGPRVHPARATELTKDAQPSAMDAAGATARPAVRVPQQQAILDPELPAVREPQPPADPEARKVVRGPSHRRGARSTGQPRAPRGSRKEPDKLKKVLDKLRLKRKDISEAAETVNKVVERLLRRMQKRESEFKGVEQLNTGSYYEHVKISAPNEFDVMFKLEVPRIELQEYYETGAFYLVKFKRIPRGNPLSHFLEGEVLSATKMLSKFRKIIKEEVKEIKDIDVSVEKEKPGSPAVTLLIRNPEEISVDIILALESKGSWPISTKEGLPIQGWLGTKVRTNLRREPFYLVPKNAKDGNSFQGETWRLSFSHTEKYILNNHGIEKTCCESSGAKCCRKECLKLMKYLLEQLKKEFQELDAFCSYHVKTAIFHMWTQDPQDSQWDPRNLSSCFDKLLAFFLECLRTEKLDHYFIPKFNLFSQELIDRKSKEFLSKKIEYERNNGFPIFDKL
# The depositor's hits bear a star; & = joins results of further samples.
SMILES,mcGAS RapidFire
C[n+]1ccc(COC(=O)Nc2ccc(Cl)cc2)cc1,-7
CC(C)CC(C)Oc1cc(CNS(N)(=O)=O)ccn1 (configuration not stated),2
O=C1NC(c2ccccc2OCC(=O)N2CCCC2)Nc2ncccc21 (configuration not stated),-9
CN1C[C@@H]2C[C@@H](c3cccc4c3oc3ccccc34)N3CCC[C@@]23C1=O,-10
Cn1cc(S(=O)(=O)N2CCCC2)cc1C(=O)Nc1cccc(F)c1,-5
CC(=O)NC(C)(C)C(=O)N1CCC(Cc2cccc(C(=O)O)c2)C1 (configuration not stated),-5
Oc1c(C(c2ccc(Br)cc2)N2CCCC2)cc(Cl)c2cccnc12 (configuration not stated),-4
CN(Cc1ccc(C#N)cc1)C(=O)Nc1ccc2oc(=O)n(C)c2c1,-8&-4
COc1ccc(N2CCN(C(=O)C3CC=CCC3C(=O)N3CCC(O)(c4ccccc4)CC3)CC2)cc1 (configuration not stated),-9
CC(=O)c1cccc(S(=O)(=O)N2CCC(C(=O)Nc3cccc(Cl)c3F)CC2)c1,-5
CCN(CCn1cccn1)C(=O)c1cn(Cc2cccc(C(F)(F)F)c2)nn1,-9
COCCN(CCO)C(=O)Nc1cc(CSC)ccc1Cl,12
CN1CCC(N(C)c2ncnc3c2CCCC3)C1=O (configuration not stated),-3
Cn1c(=O)c2c(cn3ccc4ccccc4c23)n(C)c1=O,-13
O=C([C@@H]1CCCO1)N1CC(c2ccccn2)C1,-19
C1CCN(CC2CCCNC2)CC1 (configuration not stated),-15
C=CCCC(=O)N1CCC(CCC(=O)Nc2ccccc2)CC1,-13
N#Cc1ccsc1C(=O)N1CC2CCC1C2 (configuration not stated),-6
Cc1cc(P(O)N2CCOCC2)c(C)n1-c1ccc(Br)cc1 (configuration not stated),29
Cc1c(NS(=O)(=O)c2ccccc2)cc(C(C)C)c(O)c1S(=O)(=O)c1ccccc1,-2
CN(C)CCC=C1c2ccccc2C=Cc2ccccc21,-8&-3&0
COc1ccc(-c2c(=O)n(OCc3ccc(C(C)(C)C)cc3)c3ccccc3[n+]2[O-])cc1OC,0
COc1cccc(OC)c1OCCCOc1cc(C)ccc1Cl,-3
CC(C)Oc1ccc(C(=O)N2CCC(CO)(Cc3ccc(Cl)cc3)CC2)cc1,-14&-8
Cc1ncc(CN2CCCC(C(=O)Nc3ccc(-n4ccnc4C)cc3)C2)cn1 (configuration not stated),-6&-4

# Continued:
SMILES,mcGAS RapidFire
FC(F)(F)C1CN(c2ccc(-c3ccccc3)nn2)CCO1 (configuration not stated),-10
COC(=O)c1cc2n(n1)CCCN(C(=O)c1ccc(C)c(N3CCNC3=O)c1)C2,-24
Cc1ccnc(Sc2nc3c(c(=O)[nH]c(=O)n3C)n2CCCc2ccccc2)n1,-1
COc1ccc2nc(CCN(C)C(=O)C3CC4(CCNCC4)CN3)[nH]c2c1 (configuration not stated),-11
CCCCc1cc(-c2n[nH]c(=S)o2)c2ccccc2n1,10
Nc1cc(-c2cccs2)c(Br)s1,-9
CCC(C)n1cc(/C=C2/C(=O)NC(=O)N(c3ccc4c(c3)OCO4)C2=O)c2ccccc21 (configuration not stated),12
COc1ccc2c(c1)N(Cc1cccc(C(N)=O)c1)CC(C)O2 (configuration not stated),-9
CC(C(=O)Nc1ccnn1C(C)c1cc(Cl)ccc1Cl)n1cncn1 (configuration not stated),-4
N#Cc1c2c(c(N3CCCC3)n3c1nc1ccccc13)CCCC2,-4
CCOc1ccc(Oc2cc(NC(=O)Cn3cnc([N+](=O)[O-])n3)cc(Oc3cccc(C)c3)c2)cc1,1
CN1CCN2CCN(Cc3nc4c(s3)CCCC4)CC2C1=O (configuration not stated),-6
COCCNc1nc2cc(-c3ccccc3OC)sc2c(=O)n1C,13
Cc1nn(C)cc1C(=O)NCC(C)Oc1ccc(Cl)cc1 (configuration not stated),-5
Cc1cc(OS(=O)(=O)c2c(C)nn(C)c2Cl)c(C(C)C)cc1Cl,-22
CCc1nccn1CCC(=O)N1CCCC(Nc2ccc(C(C)C)cc2)C1 (configuration not stated),-4
CC(C)(CNC(=O)CC1C(=O)NCCN1Cc1cccc(F)c1F)N1CCOCC1 (configuration not stated),-6&-5
CCc1nc(COc2cc(Cl)cc(Cl)c2)no1,-1
CCC1CCCCN1C(=O)C(C)OC(=O)c1ccc(-c2ccc(O)cc2)cc1 (configuration not stated),-1
N#Cc1cccnc1Sc1ccc(Br)cc1,-11
CN1CCN(C(=O)[C@H]2C[C@H](C(=O)O)CN(Cc3cccnc3)C2)CC1,10
CCC(=O)NCC(C)(C)CC(C)C,3
Cc1ccc(OCC(O)Cn2c(C)nc3sc4c(c3c2=O)CCC4)cc1 (configuration not stated),4
CNC(=S)N1CCN(c2ccc(C(F)(F)F)cn2)CC1,-18
Cc1cc(CNC(=O)c2ccccc2N2CCCC2=O)ccc1F,-7

# Further structures follow:
SMILES,mcGAS RapidFire
Cc1ccc(-c2csc3ncn(CCC(=O)NCc4ccc(C)c(F)c4)c(=O)c23)cc1,-2
Cc1nccn1-c1cc(CNC(=O)Nc2cccnc2N2CCCC2)ccn1,-20
CSc1nc(N2CCCC2)c2cnn(CCN)c2n1,-3
CSc1nc(-c2ccco2)nn1S(C)(=O)=O,9
CC(C)CN1CCCC(CNC(=O)c2c[nH]c(=O)c(Cl)c2)C1 (configuration not stated),8
c1cncc(COC2CCN(Cc3ccc(-c4ccn[nH]4)s3)CC2)c1,-6
CC(=O)c1c(C)[nH]c(C(=O)C(C)N(C)Cc2ccco2)c1C (configuration not stated),-7
Cc1ccc(C(=O)COC(=O)c2cnccn2)cc1C,-3
CN(C)c1nc(N)nc(COc2ccc(C#N)c(F)c2)n1,3
COC(=O)c1ccccc1C(=O)c1ccccn1,-4
CC(C=Nc1ccccc1)C=Nc1ccccc1 (configuration not stated),-6&0
Clc1ccc2nc(SCCC3CCCCC3)[nH]c2c1,-8
CSc1nc(C)cc(OCCO)n1,-9
Cc1nc(CN2CCN(C(=O)c3cc(Cl)c4ccccc4c3O)CC2)no1,-1
COc1ccc(C(=O)Nc2c(Cl)cc(Cl)cc2C(=O)N2CCCC2)cc1,-5
Cc1c(C)n2c3c(=O)n(CCCc4ccccc4)c(=O)n(C)c3nc2n1C,-1
CCNC1=C(C(=O)Nc2ccccc2)S(=O)(=O)c2ccccc21,-3
Fc1ccc(C=NN2CCOCC2)c(F)c1,-13
Cc1cc(C=C(C#N)C(=O)c2cc(C)n(C3CCCC3)c2C)c(C)n1C1CC1,-14
COc1ccc(-c2nnc(SCC3CCOCO3)o2)cc1OC (configuration not stated),-5
NC1=NC2(C(=O)Nc3cc4c(cc32)OCCO4)n2c(nc3ccccc32)N1 (configuration not stated),-1
O=C(CSc1nnc(C2(c3ccc(Cl)cc3)CCC2)o1)Nc1ccc2c(c1)OCO2,8
CCC(CC)C(=O)N1CCCc2c1[nH]c1ccccc21,-1
COc1ccc(Br)cc1/C=N\NC(=O)CSc1nc2ccccc2n1Cc1ccccc1,-1
Cn1c(N)c(C(=O)CSc2nnc(-c3cccs3)n2C2CC2)c(=O)[nH]c1=O,-2

# A draw from above in order of heavy-atom count, descending:
SMILES,mcGAS RapidFire
COc1ccc(C(=O)Nc2c(Cl)cc(Cl)cc2C(=O)N2CCCC2)cc1,-5
c1cncc(COC2CCN(Cc3ccc(-c4ccn[nH]4)s3)CC2)c1,-6
COc1ccc(-c2nnc(SCC3CCOCO3)o2)cc1OC (configuration not stated),-5

# The list goes on.
SMILES,mcGAS RapidFire
O=C(Nc1ccccc1F)N1CCN(CC=Cc2ccccc2)CC1,-10
CC(=O)Nc1ccc(NC(=O)CCCc2ccc(Cl)cc2)c(C(F)(F)F)c1,-6
Cc1cc(C(F)(F)F)n2nc(C(=O)N(C)Cc3nc(C)no3)cc2n1,-8
O=C(c1ccccc1Cl)N1CCN(c2nc(-c3ccccc3)c3cc(Br)ccc3n2)CC1,-3
COc1ccc(S(=O)(=O)N(C(C)=O)c2ccc3oc4c(c3c2)CCCC4)cc1[N+](=O)[O-],-5
COc1ccc(C(=O)N2C[C@@H](O)[C@H](NCc3ncccc3C)C2)cc1,-20
Cc1nn(-c2c(Cl)cc(Cl)cc2Cl)c(C)c1C(=O)NCCC(=O)OC(C)(C)C,-8
CCC1CN(C(=O)c2cc(C(C)C)on2)CCC(=O)N1Cc1ccccc1 (configuration not stated),-9
COc1cc(CCNC(=O)CCc2ccccn2)ccc1C,-3
Cc1cc(C(=O)OCC(=O)N2CCCC2c2ccc(C(C)(C)C)cc2)n[nH]1 (configuration not stated),-2
O=C(Cn1cnc2c(cnn2C2CCS(=O)(=O)C2)c1=O)N1CCc2ccccc21 (configuration not stated),-9
Cc1cccc2c(CCNC(=O)CN3C(=O)NC(=O)C3(C)C)c[nH]c12,-11
CCc1ccc(CN(C)Cn2nc(C)c3ccccc3c2=O)cc1,-20
CC(C)CCNC(=O)C(C)N1CCn2c(CCc3ccccc3)nnc2C1 (configuration not stated),1
Cc1ccc(NC(=O)C(C)(C)C)cc1NC(=O)CCc1cnn(C)c1,-6
Cc1cnc(C)c(N2CCC(Cc3ccccc3Cl)(C(=O)O)CC2)n1,2
CCOC(=O)C=C(C)Nn1c(C)cc(C)c(C#N)c1=O,-6
O=C(c1ccccc1)N1CCC2(CC1)NC(=O)N(Cc1ccc(F)cc1)C2=O,-1
C=C(C)Cn1c(N=Nc2c(O)[nH]c3ccccc23)nc2c1c(=O)n(C)c(=O)n2C,-6
O=C(Nc1ccc(F)c(Cl)c1)Nc1ccc(F)cc1F,-12
Cc1ccc(C=CC(=O)OC(C)C(N)=O)o1 (configuration not stated),-1
O=c1cc(O)c2sc3nc(C4CC4)cc(C(F)(F)F)c3c2[nH]1,-28
COc1ccc(Nc2nc(N3CCOCC3)nc3[nH]ncc23)cc1,-6
Cc1ccc2nc(CSc3nnc4nc(C)cc(C)n34)cn2c1,0
CCn1nc(C)cc1C(=O)Nc1ccc2nc(N3CCN(C)CC3)sc2c1,-2

# (cont.)
SMILES,mcGAS RapidFire
Cc1ccc(F)c(NS(=O)(=O)c2ccc(C)c(C(=O)O)c2)c1,-7
CC(C)[C@H](NS(=O)(=O)c1ccc2c(c1)OCCO2)C(=O)N1CCc2sccc2C1,-5
O=C(O)CNC1CCS(=O)(=O)C1 (configuration not stated),15
COC(=O)C(c1cccc(C)c1)n1ccnc1-c1ccc(C)o1 (configuration not stated),17
NC(=O)CN1CCCC(N2CCN(c3cccc(C(F)(F)F)c3)CC2)C1 (configuration not stated),45
CCOCCn1cnc(-c2ccccc2)c1-c1ccc(-c2cncnc2)cc1,7
CC(=O)Oc1ccc(Cn2c(C)c(C(=O)NCc3ccc(C#N)cc3)sc2=O)cc1,-9
N#Cc1cnn(-c2nc3ccccc3[nH]2)c1N,-6
CCc1cc(C(=O)N2CCOC(c3ccc(Cl)c(Cl)c3)C2)on1 (configuration not stated),-12
O=C(C1=CCCCC1)N1CCC(CO)(Cc2ccccc2Cl)CC1,-14
N=C1/C(=C\c2ccc([N+](=O)[O-])cc2)C(=O)N=C2SC=NN12,3
CN(C)C(CN)c1cnn(C)c1 (configuration not stated),-12
CSc1ccc(CN2CCC2(C)C(=O)Nc2cnc3ccccc3c2)cc1 (configuration not stated),-6
C/C(C(=O)N1CCOCC1)=C(/C)c1nc2ccc(Cl)cc2[nH]1,-1
CONC(=O)c1cc2ccc(OC(F)(F)F)cc2[nH]1,-4
Cc1cc(C)n(CCP(=O)(c2ccccc2)c2ccccc2)n1,-7
COc1ccc(Cl)cc1NC(=O)c1cc(=O)c(OCc2ccc(F)cc2)c[nH]1,-3
O=C(CC(c1ccccc1)c1ccccc1F)N1CCN(c2ccncc2)CC1 (configuration not stated),-5
COCCN(Cc1ccc(F)cc1Cl)C(=O)c1cnc(C)cn1,-7
Cc1nc(CC(=O)NCc2ccccc2-n2ccnc2C)c(C)s1,-7
CSc1cccc(NC(=O)c2cc(=O)c(OCc3ccc(F)cc3)c[nH]2)c1,-3
CC1Cc2cc(-c3nccn3CCN3CCNC3=O)ccc2O1 (configuration not stated),-12
CC1=C(C(=O)NCCc2cccc(C(N)=O)c2)Cc2ccccc2O1,-2
CN(C)CC1CN(CC(=O)NCCc2ccc(Cl)cc2)CCO1 (configuration not stated),-4
CC(Cc1ccncc1)NC(=O)CCSc1ccc2c(c1)OCCO2 (configuration not stated),-16
CN(C)CCCN1c2ccccc2Sc2ccc(Cl)cc21,-11&-4&0
CC(Sc1nncs1)C(=O)N(C)C1CCC(c2ccccc2)CC1 (configuration not stated),-52
Cc1nn(C)c(Cl)c1COC(=O)c1ccc(S(C)(=O)=O)cc1,-19
COc1ccc2c(=O)c3c(oc2c1)C(=O)N(c1nccs1)C3c1cccnc1 (configuration not stated),-6
Cc1cc(O)ccc1Nc1cc(-c2ccccc2N(C)C)ncn1,-3

# Entries from the list above with an aryl methoxy group, in the order listed:
SMILES,mcGAS RapidFire
COc1ccc(N2CCN(C(=O)C3CC=CCC3C(=O)N3CCC(O)(c4ccccc4)CC3)CC2)cc1 (configuration not stated),-9
COc1ccc(-c2c(=O)n(OCc3ccc(C(C)(C)C)cc3)c3ccccc3[n+]2[O-])cc1OC,0
COc1cccc(OC)c1OCCCOc1cc(C)ccc1Cl,-3
COc1ccc2nc(CCN(C)C(=O)C3CC4(CCNCC4)CN3)[nH]c2c1 (configuration not stated),-11
COc1ccc2c(c1)N(Cc1cccc(C(N)=O)c1)CC(C)O2 (configuration not stated),-9
COCCNc1nc2cc(-c3ccccc3OC)sc2c(=O)n1C,13
COc1ccc(C(=O)Nc2c(Cl)cc(Cl)cc2C(=O)N2CCCC2)cc1,-5
COc1ccc(-c2nnc(SCC3CCOCO3)o2)cc1OC (configuration not stated),-5
COc1ccc(Br)cc1/C=N\NC(=O)CSc1nc2ccccc2n1Cc1ccccc1,-1
COc1ccc(S(=O)(=O)N(C(C)=O)c2ccc3oc4c(c3c2)CCCC4)cc1[N+](=O)[O-],-5
COc1ccc(C(=O)N2C[C@@H](O)[C@H](NCc3ncccc3C)C2)cc1,-20
COc1cc(CCNC(=O)CCc2ccccn2)ccc1C,-3
COc1ccc(Nc2nc(N3CCOCC3)nc3[nH]ncc23)cc1,-6
COc1ccc(Cl)cc1NC(=O)c1cc(=O)c(OCc2ccc(F)cc2)c[nH]1,-3
COc1ccc2c(=O)c3c(oc2c1)C(=O)N(c1nccs1)C3c1cccnc1 (configuration not stated),-6

# This is a subset; the hit share may differ from the screen's.
